DPM-DC inhibit – S. pneumoniae DPM-DC inhibitors, primary screen, biochemical, PK/LDH-coupled NADH fluorescence. hit rate 0.49% among 65,000. diphosphomevalonate decarboxylase (Streptococcus pneumoniae D39). calls only at 10 µM. purified DPM-DC;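 active = the 320 compounds with the highest percent inhibition in the single-dose primary screen, excluding strongly autofluorescent ones, cut at about 32% in these data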;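 note: kinetic rate of NADH fluorescence loss reporting ADP formed by the decarboxylase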
KRASV12 cytotoxicity – cytotoxicity in KRAS-transformed pancreatic duct cells, primary screen, cell-based, fluorescence, HTS (AID 431) | HPDE-C7K KRASV12 cells, Alamar Blue viability, 48 h; higher % means a stronger effect | one-dose cytotoxicity, % at 10 µM; EC50 in µM for titrated hits | hit rate 1.7% among 63,000;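 active = compounds whose percent cytotoxicity in the single-dose primary screen, scaled between solvent and toxic-drug controls, exceeds 50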;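 note: 0% = DMSO solvent wells and 100% = doxorubicin-treated wells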
Bfl-1 inhibitors – Bfl-1 inhibitors, primary screen, biochemical, fluorescence polarization, FITC-Bid, mouse (AID 432). Bcl-2-related protein A1 (Mus musculus). FITC-Bid BH3 peptide fluorescence polarization displacement; higher % means a stronger effect. displacement, % at 20 µM, or IC50 in µM where a hit was titrated. hit rate 0.02% among 64,000; in the data active = a potency from the dose series; inactive = the rest, 99 in 100 with displacement below about 15%; note: strong numbers were not always called active
HT1080 viability – cytotoxicity in HT1080 fibrosarcoma cells, cell-based, fluorescence readout (AID 620). HT1080 viability, fluorescence; higher % means a stronger effect. cytotoxicity, % at 10 µM, or EC50 in µM where a hit was titrated. hit rate 0.42% among 87,000;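 note: cells exposed to compound overnight then 4 h with Alamar Blue; 0% = vehicle DMSO and 100% = killing control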
HPDE-C7 viability – cytotoxicity in HPDE-C7 cells, cell-based, fluorescence, HTS (AID 430); HPDE-C7 pancreatic duct cells viability, fluorescence; higher % means a stronger effect; cytotoxicity, % at 10 µM, or EC50 in µM where a hit was titrated; hit rate 1.8% among 63,000;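 note: cells exposed to compound for 48 hours before viability readout; 0% = vehicle and 100% = reference cytotoxic drug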
Alkaline phosphatase – human TNAP enzyme inhibitors, biochemical, luminescent (AID 518). Alkaline phosphatase, tissue-nonspecific isozyme (Homo sapiens). purified TNAP enzyme, luminescent substrate readout; higher % means a stronger effect. one-dose inhibition, % at 20 µM; IC50 in µM for titrated hits. hit rate 0.09% among 64,000; in the data active = a potency from the dose series; inactive = the rest, 99 in 100 with inhibition below about 22%;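 note: plate controls were vehicle for no effect and reference inhibitor for full effect; many of its hits are not listed in these tables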
Spn MK inh – S. pneumoniae MK inhibitors, primary screen, biochemical, PK/LDH-coupled NADH absorbance. mevalonate kinase [Streptococcus pneumoniae D39]. inhibition, % at 10 µM. purified MK, PK/LDH-coupled NADH absorbance 340 nm. hit rate 0.48% among 65,000;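 active = ranked among the strongest by inhibition in the single 10 µM screen, a fixed top-ranked set picked for dose follow-up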; note: no value below 0 was filed
LYP phosphatase – LYP phosphatase inhibitors, primary screen, biochemical, DiFMUP fluorescence, recombinant catalytic domain, 10 µM (AID 606) | Tyrosine-protein phosphatase non-receptor type 22 (Homo sapiens) | recombinant LYP catalytic domain, DiFMUP fluorescence; higher % means a stronger effect | one-dose inhibition, % at 10 µM; IC50 in µM for titrated hits | 52,000 tested, under 10 active;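 active = IC50 under 40 µM in the dose-response test; inactive = IC50 of 40 µM or more, or never dose-tested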
Spn PMK inh – S. pneumoniae PMK inhibitors, primary screen, biochemical, mevalonate pathway, pilot trial included. phosphomevalonate kinase (Streptococcus pneumoniae D39). purified PMK, PK/LDH-coupled NADH absorbance 340 nm. AID 539, 2006. hit rate 0.49% among 65,000. inhibition, % at 10 µM;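 active = top-ranked compounds by inhibition in the single 10 µM screen, taking a fixed number of the strongest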;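 note: 0% = full reaction with DMSO carrier and 100% = background rate without enzyme reaction; no value below 0 was filed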
Spn PMK inh pilot replicates – further read-out of Spn PMK inh, marked with its call; inhibition, %; measured here: pilot screen replicates
Spn MK inh pilot replicates – second read-out of Spn MK inh, no call of its own (marks repeat the call); inhibition, %; measured here: pilot screen replicates
DPM-DC inhibit pilot screen % – also measured in DPM-DC inhibit; calls as there; inhibition, %; measured here: pilot screen trials
* = called active by the depositor; i = inactive; . = no result given. Cut-off read from the data, not from the text of the source, unless noted: active = cytotoxicity above about 50%; inactive = the rest. This is a random part of the collection; 3.5% or so of the library scored in one or more.

SMILES	DPM-DC inhibit	KRASV12 cytotoxicity	Bfl-1 inhibitors	HT1080 viability	HPDE-C7 viability	Alkaline phosphatase	Spn MK inh	LYP phosphatase	Spn PMK inh	others
CC1CCN(C(c2ccc(N(C)C)cc2)c2nnnn2Cc2ccc(F)cc2)CC1 (centres undefined)	i	5%	-6%	13%	-4%	6%	19	.	9
CC(C)OCCCNC(=O)Cn1ncc2c(=O)oc3ccccc3c21	i	-3%	-5%	4%	-3%	0%	4	.	8
O=S(=O)(c1cccc2nsnc12)N1CCc2ccccc21	i	2%	-10%	12%	7%	12%	0	20%	16
COc1ccc(C2CC(=O)C(C=NCCN3CCNCC3)=C(O)C2)cc1OC (centres undefined)	i	-8%	0%	2%	0%	7%	2	.	6
CCCP(=O)(CC(=O)N(CC)CC)c1ccccc1 (centres undefined)	i	4%	-3%	2%	0%	4%	0	2%	0
O=S(=O)(Cc1ccccc1Cl)N1CCCCC1	i	1%	4%	-2%	-13%	8%	0	-7%	7
Cc1nn(-c2ccccc2)c2sc(C(=O)N(Cc3ccco3)C(C)C(=O)NC(C)(C)C)cc12 (centres undefined)	i	-28%	-7%	-24%	-33%	12%	0	1%	9
O=C1CC(c2ccc(Cl)cc2)CC(O)=C1C=NCCN1CCNCC1 (centres undefined)	i	14%	-13%	-4%	25%	7%	5	-8%	0
CCn1c2ccccc2c2nnc(SCC(=O)NC(C(=O)OC)C(C)C)nc21 (centres undefined)	i	-3%	-3%	8%	0%	5%	9	.	13
CCCN(CCC)S(=O)(=O)c1ccc(C(=O)Nc2nnc(-c3cccc(OC)c3)o2)cc1	.	63%*	3%	-9%	66%*	4%	0	8%	11	Spn PMK inh pilot replicates=4.5;Spn MK inh pilot replicates=0.0
Cc1nc2nc(C)c(CCC(=O)NCc3ccc4c(c3)OCO4)c(C)n2n1	i	-2%	-3%	2%	-16%	11%	7	-3%	8
O=C(COc1ncnc2ccccc12)N1CCOCC1	i	-10%	-9%	-8%	-6%	10%	1	2%	8

Seven compounds picked at random from the list so far:
SMILES	DPM-DC inhibit	KRASV12 cytotoxicity	Bfl-1 inhibitors	HT1080 viability	HPDE-C7 viability	Alkaline phosphatase	Spn MK inh	LYP phosphatase	Spn PMK inh	others
Cc1nc2nc(C)c(CCC(=O)NCc3ccc4c(c3)OCO4)c(C)n2n1	i	-2%	-3%	2%	-16%	11%	7	-3%	8
CC1CCN(C(c2ccc(N(C)C)cc2)c2nnnn2Cc2ccc(F)cc2)CC1 (centres undefined)	i	5%	-6%	13%	-4%	6%	19	.	9
O=C(COc1ncnc2ccccc12)N1CCOCC1	i	-10%	-9%	-8%	-6%	10%	1	2%	8
CCn1c2ccccc2c2nnc(SCC(=O)NC(C(=O)OC)C(C)C)nc21 (centres undefined)	i	-3%	-3%	8%	0%	5%	9	.	13
O=C1CC(c2ccc(Cl)cc2)CC(O)=C1C=NCCN1CCNCC1 (centres undefined)	i	14%	-13%	-4%	25%	7%	5	-8%	0
Cc1nn(-c2ccccc2)c2sc(C(=O)N(Cc3ccco3)C(C)C(=O)NC(C)(C)C)cc12 (centres undefined)	i	-28%	-7%	-24%	-33%	12%	0	1%	9
CC(C)OCCCNC(=O)Cn1ncc2c(=O)oc3ccccc3c21	i	-3%	-5%	4%	-3%	0%	4	.	8

Next section:
SMILES	DPM-DC inhibit	KRASV12 cytotoxicity	Bfl-1 inhibitors	HT1080 viability	HPDE-C7 viability	Alkaline phosphatase	Spn MK inh	LYP phosphatase	Spn PMK inh	others
Cc1ccc(NC(=O)C2CCCN(S(=O)(=O)c3c(C)noc3C)C2)c(C)c1 (centres undefined)	i	-1%	-6%	15%	-7%	8%	7	.	15
Cc1nnc2n(CCc3ccccc3)c(=O)c3c4c(sc3n12)CCCC4	i	8%	-2%	8%	6%	-1%	5	3%	2
COc1ccc(NC(=O)C2CC(=O)OC2(C)C)cc1 (centres undefined)	.	-22%	-4%	-2%	-11%	0%	1	-8%	0
CC(C)(C)NC(=O)CN(C(=O)C1(C)CC(=O)N=C2C=CC=CN21)C1CCCC1 (centres undefined)	.	5%	-1%	-18%	5%	8%	0	.	21
Cc1c(C#N)c(SCC(N)=O)nc2c1CCCC2	i	-8%	-4%	6%	-21%	2%	0	11%	7
CCOC(=O)C(NC(C)=O)(OCc1ccc(F)cc1)C(F)(F)F (centres undefined)	i	-9%	-6%	16%	-7%	8%	6	12%	0
CCN1CCN(C(=O)CSCc2nc(-c3ccc(OC)c(OC)c3)oc2C)CC1	i	-2%	9%	-5%	-16%	8%	0	-6%	4
COc1cccc(/C(O)=C2/C(=O)C(=O)N(CCN3CCOCC3)C2c2cccs2)c1 (centres undefined)	i	-1%	-5%	0%	-21%	7%	3	4%	17
COC(=O)c1ccccc1NC(=O)c1cccs1	i	-7%	5%	-11%	-11%	14%	6	33%	1
CC(C)n1c(NCc2c[nH]c3ccccc23)nc2ccccc21	i	8%	-9%	12%	-5%	16%	0	0%	10	Spn PMK inh pilot replicates=1.5;Spn MK inh pilot replicates=0.0;DPM-DC inhibit pilot screen %=1.5
Cc1cc(NC(=O)Cc2c(F)cccc2Cl)no1	i	3%	-9%	-2%	-2%	11%	6	.	6	Spn PMK inh pilot replicates=1.5;Spn MK inh pilot replicates=0.0;DPM-DC inhibit pilot screen %=2.0
O=C(CN1CCN(c2ccccn2)CC1)Nc1ccc(Oc2ccccc2)cc1	i	11%	3%	12%	10%	17%	0	14%	7

The closing 4 entries of the part above open the next one:
SMILES	DPM-DC inhibit	KRASV12 cytotoxicity	Bfl-1 inhibitors	HT1080 viability	HPDE-C7 viability	Alkaline phosphatase	Spn MK inh	LYP phosphatase	Spn PMK inh	others
COC(=O)c1ccccc1NC(=O)c1cccs1	i	-7%	5%	-11%	-11%	14%	6	33%	1
CC(C)n1c(NCc2c[nH]c3ccccc23)nc2ccccc21	i	8%	-9%	12%	-5%	16%	0	0%	10	Spn PMK inh pilot replicates=1.5;Spn MK inh pilot replicates=0.0;DPM-DC inhibit pilot screen %=1.5
Cc1cc(NC(=O)Cc2c(F)cccc2Cl)no1	i	3%	-9%	-2%	-2%	11%	6	.	6	Spn PMK inh pilot replicates=1.5;Spn MK inh pilot replicates=0.0;DPM-DC inhibit pilot screen %=2.0
O=C(CN1CCN(c2ccccn2)CC1)Nc1ccc(Oc2ccccc2)cc1	i	11%	3%	12%	10%	17%	0	14%	7
O=C(O)CSc1nnc(C2COc3ccccc3O2)n1-c1ccccc1 (centres undefined)	i	-5%	-7%	-2%	-4%	10%	2	-14%	0
CCn1c(=O)cc(OCC(=O)O)c2ccccc21	i	-1%	-10%	0%	-4%	10%	6	18%	10
Cc1cc(C)nc(-n2nc(C)cc2NC(=O)c2cc(=O)c3ccccc3o2)n1	i	24%	-3%	0%	1%	6%	5	-12%	10
O=C1c2oc3ccccc3c(=O)c2C(c2ccc(Cl)cc2)N1c1ncccn1 (centres undefined)	i	-4%	6%	-14%	1%	5%	4	.	4
O=S(=O)(Nc1nc2ccccc2nc1N1CCN(c2ccccn2)CC1)c1ccc(Cl)cc1	i	.	.	-8%	.	.	5	16%	11
COc1ccc(NC(=O)CSc2nnc(C(C)C)n2N)cc1	i	0%	-2%	-3%	4%	12%	4	10%	9
COC(=O)c1ccc2c(=O)n(NC(C)=O)c(=S)[nH]c2c1	i	0%	3%	-4%	-6%	4%	7	2%	5	Spn PMK inh pilot replicates=5.5;Spn MK inh pilot replicates=0.0;DPM-DC inhibit pilot screen %=1.5
Cc1cc(C)nc(SCc2nc(N)nc(-c3ccccc3O)n2)n1	i	-11%	9%	-4%	0%	16%	13	-5%	2
CCCN1C2CCCC1CC(NC(=O)c1ccccc1F)C2 (centres undefined)	i	-11%	-5%	-7%	-7%	4%	16	.	7	Spn PMK inh pilot replicates=1.0;Spn MK inh pilot replicates=2.0;DPM-DC inhibit pilot screen %=4.0
CCOCCn1c(CN2CCN(c3ccc(F)cc3)CC2)nc2c1c(=O)n(C)c(=O)n2C	i	-2%	-1%	8%	-9%	12%	7	-2%	15
CCN(CC(=O)NCc1ccc(F)cc1)Cc1nc2ccccc2c(=O)[nH]1	i	-22%	15%	3%	-2%	-25%	0	5%	10
CCCC(=O)N(c1ccc(OCC)cc1)C1C=CS(=O)(=O)C1 (centres undefined)	i	-1%	-9%	7%	0%	-2%	6	4%	9
CC1CCN(S(=O)(=O)c2ccc(Cl)cc2)CC1	i	-2%	8%	1%	-10%	5%	2	8%	0
COc1cccc(-c2nnc3n2N=C(c2cc(OC)ccc2OC)CS3)c1	.	-6%	-11%	6%	-13%	11%	.	.	.
CCOC(=O)N1CCC(NS(=O)(=O)c2ccc3c(c2)OCC(=O)N3)CC1	i	-7%	-2%	10%	-24%	9%	6	4%	15
CC1CN(S(=O)(=O)c2ccc(Cl)c(C(F)(F)F)c2)CC(C)O1 (centres undefined)	i	2%	-3%	10%	12%	12%	7	4%	13	Spn PMK inh pilot replicates=4.5;Spn MK inh pilot replicates=0.0;DPM-DC inhibit pilot screen %=2.5
Cc1c(NS(=O)(=O)c2cccs2)c(=O)n(-c2ccccc2)n1C	i	-21%	2%	-9%	-13%	1%	1	8%	0
COc1ccc(CCn2c(N)c(C(=O)NCc3ccco3)c3nc4ccccc4nc32)cc1OC	.	58%*	12%	3%	32%	12%	10	13%	3
COCC(=O)Nc1nc2n(n1)C(c1ccc(OC)cc1)CC(c1ccc(OC)cc1)N2 (centres undefined)	i	2%	-7%	-6%	3%	12%	6	1%	0
Cc1ccc(C)c(N2CCN(c3ncnc4c3cnn4-c3ccccc3)CC2)c1	i	-5%	0%	9%	-2%	3%	1	15%	4
Cn1c(=O)c2c(nc(N3CCOCC3)n2CC(=O)C23CC4CC(CC(C4)C2)C3)n(C)c1=O	i	-3%	-3%	22%	3%	3%	10	-8%	11
Cc1cc(=O)oc(C)c1C(=O)NCCc1ccccc1	i	0%	0%	4%	-13%	6%	10	7%	12
CS(=O)(=O)Nc1ccc([N+](=O)[O-])cc1Oc1ccccc1	i	1%	-4%	9%	-10%	10%	11	8%	0	Spn PMK inh pilot replicates=7.5;Spn MK inh pilot replicates=2.0;DPM-DC inhibit pilot screen %=2.5
Cc1cc(NC(=O)CCN2C(=O)c3ccccc3C2=O)no1	i	-21%	-5%	-5%	-2%	-5%	0	20%	13

Screens: PubChem BioAssay, several laboratories
